Lipid storage S3: qHTS Assay for Lipid Storage Modulators in Drosophila S3 Cells; 0.64% of 320,000 active; lipid storage change, negative = inhibition, % at the top dose, mostly 46.1 µM; hits show Potency in µM; AID 2685; Drosophila S3 cells, BODIPY lipid droplet fluorescence, 18-24 h; cells fed with added oleic acid; active means well fitted inhibition curve with a large enough effect in the signal ratio, with a control signal flat, not every such curve was filed as active; inconclusive means small, poorly fitted or top-dose-only effect, or effect the other way, or a change in a side signal; the % refers to the signal ratio
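Laser-scanning cytometry quantifies lipid droplet accumulation (500–530 nm total intensity; droplet/cell object ratio) in oleic acid-fed (400 uM added) Drosophila S3 cells treated with a concentration series. 20 uM Triacsin C defined 100% inhibition.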
Lipid storage S3 cell count max: further read-out of Lipid storage S3, marked with its call; cell number change, %; measured here: cell count max response;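 cells counted by Cell Tracker Red CMTPX staining in the red channel; peak over a dose series mostly up to 46.1 µM; percent activity relative to internal control wells on each plate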
Numbers without * were called inactive. On the % scale 0 is the no-effect control and ±100 the full control effect; potency means the concentration at half of the fitted maximal effect. A portion of the library. The share of hits here may be higher or lower than overall.

Results for Cc1cc(NC(=S)N(CCN2CCOCC2)Cc2ccccc2F)ccc1Cl ?
Lipid storage S3: 6.1%; Lipid storage S3 cell count max: 13.9

What do the screens show for `Cc1cccc(C)c1NC(=S)NC(=O)c1ccccc1F`?
Lipid storage S3: inconclusive

What do the screens show for `O=C(c1cccc(OC2CCN(C3CCCC3)CC2)c1)N1CCCCCCC1`?
Lipid storage S3: inconclusive

Results for CCC(C)(C)NC(=O)/C=C/c1ccccc1[N+](=O)[O-] ?
Lipid storage S3: inconclusive

What do the screens show for `CC(C)(c1ccccc1)c1ccc(OCC(O)CNC2CCN(Cc3ccccc3)CC2)cc1` (stereo not given)?
Lipid storage S3: inconclusive

What do the screens show for `CC1CCc2c(cnc3ncnn23)C1` (stereo not given)?
Lipid storage S3: -10.1%

Results for COC(=O)COc1ccc(Oc2cc(C)nc(SC)n2)nn1 ?
Lipid storage S3: inactive

How did Cc1cc(S(=O)(=O)Cc2noc(-c3c(C)noc3C)n2)c(C)cc1Cl do in these assays?
Lipid storage S3: 15.4%; Lipid storage S3 cell count max: 13.3

How did O=C(NNc1ccccc1)Nc1ccccc1F do in these assays?
Lipid storage S3: inconclusive

What do the screens show for `O=C1ON=C(c2ccc(Cl)c([N+](=O)[O-])c2)/C1=C/c1cccc([N+](=O)[O-])c1O`?
Lipid storage S3: 23.6%; Lipid storage S3 cell count max: -5.8

How did COc1ccc(-n2c(SCC(=O)Nc3nccs3)nnc2-c2ccccc2)cc1 do in these assays?
Lipid storage S3: inconclusive

How did CC(C)CCNC(=O)CN(C(=O)CCC(=O)Nc1nccs1)c1ccc2c(c1)OCCO2 do in these assays?
Lipid storage S3: 7.3%; Lipid storage S3 cell count max: -3.3

What do the screens show for `CCCCn1c(N)c(N(CC(C)C)C(=O)c2ccc(C)c(S(=O)(=O)N3CCCCC3)c2)c(=O)[nH]c1=O`?
Lipid storage S3: inconclusive

How did O=C(NCc1ccc(Cl)cc1)C1CCN(S(=O)(=O)c2cc([N+](=O)[O-])ccc2Cl)CC1 do in these assays?
Lipid storage S3: inconclusive

How did CCc1ccc(C(=O)OCC(=O)Nc2cccc(S(=O)(=O)NC3=NCCCCC3)c2)cc1 do in these assays?
Lipid storage S3: 6.6%; Lipid storage S3 cell count max: 13.2

Results for CCOc1ccccc1NC(=O)Nc1ccc(OC)nc1 ?
Lipid storage S3: 12.3%; Lipid storage S3 cell count max: 12.4

What do the screens show for `CC(=O)c1ccccc1Oc1ncnc(N)c1[N+](=O)[O-]`?
Lipid storage S3: 5.3%; Lipid storage S3 cell count max: 10.6

How did CCOC(=O)/C=C1\SCC(=O)N1CC(O)CN1C(=O)CS/C1=C\C(=O)OCC do in these assays?
Lipid storage S3: -13.6%; Lipid storage S3 cell count max: 1.2

How did O=C(Nc1c(-c2ccccc2)nc2c(Br)cc(Br)cn12)c1ccco1 do in these assays?
Lipid storage S3: inconclusive

How did Cc1ccc(/C=N/NC(=O)c2nnn(-c3nonc3N)c2C(C)C)s1 do in these assays?
Lipid storage S3: inconclusive

At a glance, some entries already given.
Results for COC(=O)COc1ccc(Oc2cc(C)nc(SC)n2)nn1 ?
Lipid storage S3: inactive

How did Cc1cc(S(=O)(=O)Cc2noc(-c3c(C)noc3C)n2)c(C)cc1Cl do in these assays?
Lipid storage S3: 15.4%; Lipid storage S3 cell count max: 13.3

How did O=C(NNc1ccccc1)Nc1ccccc1F do in these assays?
Lipid storage S3: inconclusive

What do the screens show for `O=C1ON=C(c2ccc(Cl)c([N+](=O)[O-])c2)/C1=C/c1cccc([N+](=O)[O-])c1O`?
Lipid storage S3: 23.6%; Lipid storage S3 cell count max: -5.8

Following part
How did CC(C)(C)CC(C)(C)NCC(O)COc1c(F)cc(Br)cc1F (stereo not given) do in these assays?
Lipid storage S3: inconclusive

Results for Cc1cnc(NC(=O)[C@H](C)N2C(=O)C3CCCCC3C2=O)s1 (stereo not given in full) ?
Lipid storage S3: inconclusive

Results for O=C(COc1ccc(F)cc1)N(CC1=CCS(=O)(=O)C1)c1ccccc1 ?
Lipid storage S3: inconclusive

What do the screens show for `CC(=O)Nc1ccc(S(=O)(=O)N(C)CC(=O)N/N=C/c2cccs2)cc1`?
Lipid storage S3: inconclusive

Results for O=C(c1cccs1)N1CCN=C1SCc1ccccc1 ?
Lipid storage S3: inactive

How did CC(C)OC(=O)CSc1nnc(-c2ccccn2)n1-c1ccccc1 do in these assays?
Lipid storage S3: inactive; Lipid storage S3 cell count max: 7.7

What do the screens show for `Cc1[nH]c(C(=O)O)c(C#N)c1C(=O)c1ccccc1`?
Lipid storage S3: -3.9%; Lipid storage S3 cell count max: 4.6

What do the screens show for `O=C(CN1CCN(c2ccccn2)CC1)Nc1cccc(C(F)(F)F)c1`?
Lipid storage S3: 18.6%; Lipid storage S3 cell count max: -2.8

What do the screens show for `Cc1cc(C)c2cc(C(=O)Nc3ccc(C)c(F)c3)[nH]c2c1`?
Lipid storage S3: inconclusive

Results for Cc1cccc(NC(=O)Nc2cc(C)cc(C)n2)c1 ?
Lipid storage S3: 12.4%; Lipid storage S3 cell count max: -0.1

What do the screens show for `Cc1cc2cc(CNC(=O)CCC(=O)O)ccc2n1C`?
Lipid storage S3: inconclusive

Results for COC(=O)c1c(NC(=O)CN2C(=O)NC(CCc3ccccc3)C2=O)sc2c1CCCCC2 (stereo not given) ?
Lipid storage S3: inconclusive

Results for COc1ccc(OC)c(NC(=O)C(=O)c2cn(CC(=O)N3CCCC3)c3ccccc23)c1 ?
Lipid storage S3: -2.6%; Lipid storage S3 cell count max: -8.4

How did CCOc1ccc(S(=O)(=O)NCCC(=O)NCC(c2ccc(F)cc2)N2CCOCC2)cc1 (stereo not given) do in these assays?
Lipid storage S3: inconclusive

Results for CC(C)(C)C(=O)Nc1cc2c3c(c1)CC(=O)N3CCC2 ?
Lipid storage S3: -6.3%; Lipid storage S3 cell count max: 23.3

Results for CC(C)(C)c1ccc(C(=O)Nc2nnc(Cc3c[nH]c4ccccc34)s2)cc1 ?
Lipid storage S3: inconclusive

What do the screens show for `COc1ccc(C(=O)Nn2c(SCC(=O)NC3CCCC3)nc3ccccc3c2=O)cc1`?
Lipid storage S3: inconclusive

Results for CC(=O)c1cc(-c2ccccc2)n(CCC(=O)NC2CCCCC2)c1C ?
Lipid storage S3: inconclusive

How did CCOC(=O)c1ccccc1NC(=O)COc1cc(=O)n(CC)c2ccccc12 do in these assays?
Lipid storage S3: inactive; Lipid storage S3 cell count max: 9.9

Results for N/C(CSc1ccccn1)=N\OCc1c(Cl)cccc1Cl ?
Lipid storage S3: inconclusive

What do the screens show for `Cc1ccccc1Nc1cc(C)c2c(O)cccc2n1`?
Lipid storage S3: inconclusive

Results for CCOc1ccc(-n2nc3ccc(N)cc3n2)cc1 ?
Lipid storage S3: inconclusive

Results for COc1ccc(NC(=O)CCSc2ccc(F)cc2)cc1 ?
Lipid storage S3: 0.0%; Lipid storage S3 cell count max: 4.8

How did CCN(c1ccccc1)S(=O)(=O)c1ccc(OC)c(NC(=O)CNC)c1 do in these assays?
Lipid storage S3: inconclusive

How did COc1ccc(S(N)(=O)=O)cc1C(N)=O do in these assays?
Lipid storage S3: -0.6%; Lipid storage S3 cell count max: 15.8

What do the screens show for `COc1ccc(Nc2cc(C)c3cc([N+](=O)[O-])ccc3n2)cc1`?
Lipid storage S3: -8.6%; Lipid storage S3 cell count max: 3.7

Results for Cc1c(NC(=O)CSc2nnnn2Cc2ccccc2)c(=O)n(-c2ccccc2)n1C ?
Lipid storage S3: inconclusive

What do the screens show for `Cc1cccc(Nc2cc(C)nc3ccccc23)c1`?
Lipid storage S3: inactive; Lipid storage S3 cell count max: -1.6

How did c1ccc(CSc2ccc3nnc(-c4cccnc4)n3n2)cc1 do in these assays?
Lipid storage S3: inconclusive

How did CN(C)CCNc1ncnc2oc(-c3ccccc3)c(-c3ccccc3)c12 do in these assays?
Lipid storage S3: 1.0%; Lipid storage S3 cell count max: -12.0

How did CS(=O)(=O)N1N=C(c2ccco2)CC1c1ccc(Br)cc1 (stereo not given) do in these assays?
Lipid storage S3: -4.1%; Lipid storage S3 cell count max: 5.8

How did O=C1C(Cl)=C(NCCN2CCOCC2)C(=O)c2ccccc21 do in these assays?
Lipid storage S3: inconclusive

How did COc1cccc(C(=O)C2CCCN(Cc3cccc(OCCO)c3)C2)c1 (stereo not given) do in these assays?
Lipid storage S3: -5.8%; Lipid storage S3 cell count max: 17.9

What do the screens show for `CC1CCCC(C)N1C(=O)COC(=O)c1c[nH]c2ccccc12` (stereo not given)?
Lipid storage S3: inconclusive

How did CCOC(=O)c1cc2sc(C)cc2n1CC(=O)NCc1ccc(F)cc1 do in these assays?
Lipid storage S3: inconclusive

Results for CCCN(CC(=O)Nc1ccc(F)c(F)c1F)Cc1cc(=O)n2ccsc2n1 ?
Lipid storage S3: 5.4%; Lipid storage S3 cell count max: 15.7

Results for COC(=O)C1=NNC2(c3ccc(C)cc3)C(=O)N(c3cccc(C)c3C)C(=O)C12 (stereo not given) ?
Lipid storage S3: 2.6%; Lipid storage S3 cell count max: -8.1

Results for COc1cccc(N=Cc2nc(-c3ccccc3)oc2OC(C)=O)c1 ?
Lipid storage S3: 0.1%; Lipid storage S3 cell count max: 15.8

Results for c1nc(N2CCNCC2)c2sc3nc(N4CCOCC4)c4c(c3c2n1)CCC4 ?
Lipid storage S3: 13.1%; Lipid storage S3 cell count max: -1.0

How did Cn1c(SCC(=O)Nc2ncc(C(F)(F)F)cc2Cl)nnc1-c1ccc(Cl)cc1 do in these assays?
Lipid storage S3: inconclusive

What do the screens show for `CCNC(=O)CSc1nnc(-c2ccccc2Br)n1-c1cccc(C(F)(F)F)c1`?
Lipid storage S3: -0.8%; Lipid storage S3 cell count max: -2.8

What do the screens show for `Cc1cc2c(cc1C)C(c1ccccc1Br)CC(=O)N2` (stereo not given)?
Lipid storage S3: inconclusive

Results for O=C1C(=O)N(c2ccccc2)C(c2ccccc2[N+](=O)[O-])/C1=C(\O)c1ccccc1 (stereo not given) ?
Lipid storage S3: -1.6%; Lipid storage S3 cell count max: 14.7

What do the screens show for `COc1ncccc1C(=O)N1CCCC(C(=O)c2cc(F)ccc2F)C1` (stereo not given)?
Lipid storage S3: -4.9%; Lipid storage S3 cell count max: -5.7

How did N#Cc1ccccc1Sc1ccccc1C(=O)OCC(=O)NC12CC3CC(CC(C3)C1)C2 do in these assays?
Lipid storage S3: inconclusive

What do the screens show for `CC(SC1CCCC1)C(=O)NC(C)(C#N)C(C)C` (stereo not given)?
Lipid storage S3: -4.8%; Lipid storage S3 cell count max: -9.2

Results for CN(C)CCCN(C(=O)c1ccco1)c1nc2c(F)cc(F)cc2s1 ?
Lipid storage S3: -0.6%; Lipid storage S3 cell count max: -7.3

How did Cc1cc(C)cc(NC(=O)CCC(=O)Nc2nnc(C(C)C)s2)c1 do in these assays?
Lipid storage S3: inactive; Lipid storage S3 cell count max: -12.1

What do the screens show for `N#CC(C#N)=C1C=C2C=C(N3CCOCC3)CCC2CC1` (stereo not given)?
Lipid storage S3: inconclusive

What do the screens show for `O=C(CCNS(=O)(=O)c1cccc2nsnc12)NCCc1ccccc1`?
Lipid storage S3: inconclusive

What do the screens show for `COc1ccc(C=O)cc1OS(=O)(=O)c1ccc(NC(C)=O)cc1`?
Lipid storage S3: 11.8%; Lipid storage S3 cell count max: 0.2

Results for C=C(C)CN(CC)C(=O)Cn1cnc2c(oc3ccccc32)c1=O ?
Lipid storage S3: inactive; Lipid storage S3 cell count max: 22.1

What do the screens show for `Cc1cc(C(=O)N2CCN(c3ccccn3)CC2)c(C)o1`?
Lipid storage S3: inconclusive

How did CC(=O)Nc1ccc(NC(=O)CSc2ccc3nnc(CCNS(=O)(=O)c4ccc(C)cc4)n3n2)cc1 do in these assays?
Lipid storage S3: inactive; Lipid storage S3 cell count max: -8.9

How did COCC(=O)Nc1cc(OC)cc(OC)c1 do in these assays?
Lipid storage S3: -4.9%; Lipid storage S3 cell count max: -21.4

How did Cc1ccc(C)c(NC(=S)N2C3CCCC2CC(NC(=O)C2CC2)C3)c1 (stereo not given) do in these assays?
Lipid storage S3: inconclusive

What do the screens show for `Cc1ccc(/C=C/c2nnc(-c3ccc(C)cc3)o2)cc1`?
Lipid storage S3: 5.2%; Lipid storage S3 cell count max: -7.6

What do the screens show for `COC(=O)C(NC(=O)CN1C(=O)c2ccccc2C1=O)c1ccc(O)c(OC)c1` (stereo not given)?
Lipid storage S3: inconclusive

Results for O=C(O)c1ccccc1NS(=O)(=O)c1ccc2ccccc2c1 ?
Lipid storage S3: inactive; Lipid storage S3 cell count max: -0.8

What do the screens show for `Cc1cc(C)cc(NC(=S)NCC2CCCO2)c1` (stereo not given)?
Lipid storage S3: 22.4%

What do the screens show for `CNC(=S)N1N=C(c2ccc(C)cc2)CC1c1ccc(OC)cc1` (stereo not given)?
Lipid storage S3: 15.9%; Lipid storage S3 cell count max: -11.1

Arranged by length of the SMILES (smallest number first): some entries from above.
How did COCC(=O)Nc1cc(OC)cc(OC)c1 do in these assays?
Lipid storage S3: -4.9%; Lipid storage S3 cell count max: -21.4

What do the screens show for `Cc1cc(C)cc(NC(=S)NCC2CCCO2)c1` (stereo not given)?
Lipid storage S3: 22.4%

Results for C=C(C)CN(CC)C(=O)Cn1cnc2c(oc3ccccc32)c1=O ?
Lipid storage S3: inactive; Lipid storage S3 cell count max: 22.1

What do the screens show for `COC(=O)C(NC(=O)CN1C(=O)c2ccccc2C1=O)c1ccc(O)c(OC)c1` (stereo not given)?
Lipid storage S3: inconclusive

Screening data as filed in PubChem BioAssay.
